# Akt phos inh: HTS Assay for Inhibitors of Akt Phophorylation: Primary Screen. Neuro2A IGF-stimulated pAkt S473 HTRF, 20 min; stronger effect = lower value. activity change, % for hits at 50 µM. 360,000 compounds, 0.32% hits. AID 651550, 2012; in the data active = activity change below about -80%; inconclusive = mostly about -51% to -80%; also: % is scaled to controls: 0 for no effect and ±100 for the full control effect
#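 Single-point screen (50 µM final compound) in Neuro2A cells stimulated 20 min with 6 nM IGF at 37 deg C. After lysis, Ser473-phosphorylated Akt read by HTRF (ex 330 nm, em 615/665 nm) as the 665/615 ratio.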
# CCT modulator: High-Throughput Screening for Modulators of Cytosolic Chaperonin Activity; purified chaperonin ATPase assay, HTRF ADP detection, 30 min; activity change, % (test concentration not listed), hits read low; 360,000 compounds, 0.3% hits; AID 651819, 2012; in the data active = activity change below about -30%; also: % is scaled to controls: 0 for no effect and ±100 for the full control effect
#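 Enzyme 40 or 20 nM (batch-dependent) in Tris pH 7.4/KCl/MgCl2/DTT; cpd 76 uM single point; ATP 10 uM; 30 min 37 °C; Transcreener ADP HTRF detection, 30 min RT; ratio 665/615.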
# TGFb inhibitor: qHTS for Inhibitors of TGF-b | 410,000 compounds, 1.2% hits | Potency, µM (top dose mostly 46.1 µM), for the others: at the top dose activity, negative = inhibition, hits mostly inhibitors | HepG2 CAGA-GFP TGF-b/SMAD3 reporter, GFP fluorescence, 18 h; TGF-beta stimulated, 500 pg/mL final; also: potency is read from the fitted curve at half-maximal effect; % is scaled to controls: 0 for no effect and ±100 for the full control effect; nearly all actives have a fitted effect of over 65% in size
#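 Read-out: total well GFP (ex488/em500-530) summed from mean per-cell fluorescence. Cells: HEPG2 CAGA-GFP, 1% FBS DMEM, 18 h at 37 degrees C with 500 pg/mL final TGF-beta. Unstimulated wells served as the full-inhibition control; stimulated DMSO wells = 0%.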
# Nrf2 block: Nrf2 qHTS screen for inhibitors. A549 ARE-Fluc reporter, luciferase luminescence, 18-24 h. Potency, µM (series often up to 46 µM), for inactives: top-dose activity change, negative = inhibition, usual class: inhibitors. 360,000 compounds, 2.1% hits; also: potency is read from the fitted curve at half-maximal effect; % is scaled to controls: 0 for no effect and ±100 for the full control effect; nearly all actives have a fitted effect of over 60% in size
#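 Two sequential reads on A549 ARE_Fluc cells exposed to compound for 18-24 h: a CellTiter-Fluor fluorescence read for viability, then a luciferase luminescence read for Nrf2/ARE activity.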
# S2 tox: Viability Counterscreen for Primary qHTS for Inhibitors of ATXN expression; 400,000 compounds, 0.49% hits; Potency, µM (doses to about 56.7 µM), hits mostly cytotoxic; S2 cells (HEK-293 line with an ATXN2-luciferase reporter) viability, CellTiter-Fluor protease fluorescence, 24 h; also: potency is read from the fitted curve at half-maximal effect; nearly all actives have a fitted effect of over 40% in size
# A549 viability: Nrf2 qHTS screen for inhibitors: counterscreen for cytotoxicity | Potency, µM (series often up to 46 µM), for inactives: at the highest dose activity change, negative = cytotoxicity, actives largely listed as inhibitors | A549 ARE-Fluc cells, CellTiter-Fluor viability, 18-24 h | 390,000 compounds, 0.16% hits; also: potency is read from the fitted curve at half-maximal effect; % is scaled to controls: 0 for no effect and ±100 for the full control effect
#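 A549 ARE_Fluc cells in 5% FBS OPTI-MEM were exposed to compounds in concentration-response for 18-24 h at 37 deg C. Viability was read by CellTiter-Fluor fluorescence (Ex 405/Em 525) after 30 min, before the luciferase read.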
# MmCpn inh: Inhibitors of TCP-1 ring complex (TRiC) of Methanococcus maripaludis (MmCpn): qHTS. Chaperonin Mm-Cpn (Methanococcus maripaludis). purified Mm-Cpn ATPase, ADP Transcreener TR-FRET. Potency, µM (titrated, usually from 76.9 µM), for the others: at the top dose activity, negative = inhibition, hits mostly inhibitors. 330,000 compounds, 0.031% hits. AID 504842, 2011; also: potency is read from the fitted curve at half-maximal effect; % is scaled to controls: 0 for no effect and ±100 for the full control effect; nearly all actives have a fitted effect of over 80% in size
#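 Measured: ADP formation by purified Mm-CPN. Conditions: 25 nM protein, 10 uM ATP, Tris pH 7.4 with Mg2+, K+ and DTT, 37°C for 30 min. Detection: Transcreener HTRF after 30 min at room temperature.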
# Nrf2 ARE act: qHTS of Nrf2 Activators; AID 624171, 2012; AREc32 ARE-luciferase reporter (MCF7-derived line), luminescence, 24 h; Potency, µM (series often up to 46.1 µM), for the others: at the top dose activation, actives largely listed as activators; 410,000 compounds, 0.31% hits; also: potency is read from the fitted curve at half-maximal effect; % of control where 0% means no effect; nearly all actives have a fitted effect of over 65% in size
#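 Steps: seed AREc32_Fluc cells (1000/well, 5% FBS OPTI-MEM); incubate overnight at 37 deg C; add 23 nL compound; incubate 24 hr; add Steady-Glo; hold 30 min RT; read luminescence.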
# HepG2 viability: qHTS for Inhibitors of TGF-b: Cytotox Counterscreen. HepG2 CAGA-GFP viability, ATP luminescence, 18 h. Potency, µM (titrated, usually from 46.1 µM), inactives show at the highest dose activity change, negative = cytotoxicity, most hits filed as cytotoxic. 410,000 compounds, 0.76% hits; also: potency is read from the fitted curve at half-maximal effect; some results filed as inactive show a strong effect at the top dose
#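 HepG2 CAGA-GFP cells (1000/well, DMEM with 1% FBS) received compound, then TGF-beta at 500 pg/mL final, and were incubated 18 hours at 37 degrees C. Viability was read by CellTiter-Glo luminescence. Media-only wells were set as complete cell-killing and DMSO as no toxicity.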
# An asterisk follows results filed as active; i = inactive; ? = inconclusive; . = not tested or not shown; [ ] = dose if it differs, or a comment. Unless noted, calls follow the shape of the dose curve; as a rule, active = well fitted curve in the direction sought with a large enough effect; inconclusive = small, poorly fitted or top-dose-only effect, or another doubt; inactive = no such curve, though single readings can be large; an effect the other way counts as inactive or inconclusive.
SMILES,Akt phos inh,CCT modulator,TGFb inhibitor,Nrf2 block,S2 tox,A549 viability,MmCpn inh,Nrf2 ARE act,HepG2 viability
O=C(Nc1ccc2c(c1)C(=O)OC2)c1ccc(Cl)cc1,i,-2.1,-2%,-2%,i,-6%,0%,-0.7%,15%
CCC(C)N(C(=O)Cn1cnc2c1c(=O)n(C)c(=O)n2C)C1CCS(=O)(=O)C1 (configuration not stated),i,-2.7,?,-4%,i,0%,1%,0.3%,0%
CCOC(=O)c1c(C)oc2ncnc(Nc3ccc(OC)cc3OC)c12,.,.,24%,10%,i,0%,.,-1.4%,-3%
Cc1c(N2C(=O)/C(=C/C3CC=CCC3)SC2=S)c(=O)n(-c2ccccc2)n1C (configuration not stated),i,-0.3,?,-27%,i,-14%,-2%,?,-28%
CCOc1ccc(-c2cnc(NCc3cccc(Cl)c3)n2C)cc1,.,.,-34%,13%,i,-7%,.,4.7%,-3%
CC(C)NC(=O)N(C)C[C@H]1Oc2ccc(NC(=O)CCC(F)(F)F)cc2C(=O)N([C@H](C)CO)C[C@@H]1C,i,-0.1,0%,2%,i,1%,-1%,-0.7%,-4%
O=C(Oc1cccnc1)c1ccco1,i,-1.2,-1%,4%,i,-3%,2%,-0.7%,-1%
CC(C)CCNC(=O)C(c1cccnc1)N(Cc1ccccc1)C(=O)Cn1nnc2ccccc21 (configuration not stated),i,1.5,-3%,7%,?,0%,.,-0.3%,8%
Cc1ccc2onc(CNC(=O)N3CCN(c4cccc(C)c4C)CC3)c2c1,.,.,?,?,?,5%,.,4.0%,-3%
N#CC1=C(N)OC2=C(C(=O)CCC2)C1CCc1ccccc1 (configuration not stated),i,0.0,3%,17%,?,3%,-1%,12%,-4%
CSc1ccc(S(=O)(=O)N2CCC(C(=O)Nc3ccc(C(N)=O)cc3)CC2)cc1,i,-0.8,-7%,-19%,i,3%,-3%,0.0%,-1%
COc1ccccc1-c1nc(-c2ccc(C)nc2OC)no1,-109%*,-1.4,3%,?,i,-9%,-16%,4.8%,-14%
Cc1ccc(N(CC(=O)NCc2ccc3c(c2)OCO3)S(=O)(=O)c2c(C)noc2C)cc1,i,-1.3,6%,1%,?,-1%,?,0.4%,-4%
Cn1cc(P(=S)(N2CCOCC2)N2CCOCC2)cc1P(=S)(N1CCOCC1)N1CCOCC1,i,12,2%,20%,i,2%,0%,-0.1%,-5%
COc1ccc(NC(=S)N(CCCN2CCOCC2)Cc2ccccn2)cc1,i,-2.8,-3%,7%,i,-7%,-2%,1.5%,-3%
O=C(CN1CCCCC1)Nc1nc(-c2ccc(F)c(F)c2)cs1,i,1.7,-1%,?,i,-2%,1%,0.4%,-3%
CC1(C)Cc2nc3sc4c(N(CCO)CCO)nnnc4c3cc2CO1,i,-2.0,28%,?,i,2%,1%,1.9%,-2%
COc1ccc(CN(CC(=O)NCC2CCCO2)C(=O)CNS(=O)(=O)c2ccccc2)cc1 (configuration not stated),i,0.2,3%,-4%,?,-20%,1%,-0.3%,4%
CC1=CS(=O)(=O)CC1Sc1ncn[nH]1 (configuration not stated),i,0.8,-1%,2%,i,-5%,-1%,0.5%,6%
Cc1cccc(-n2c(-c3ccncc3)n[nH]c2=S)c1C,i,1.4,?,8%,i,0%,0%,-0.1%,-37%
CC(=O)NC(=S)Nc1ccc(NC(=O)c2cccnc2)cc1,i,0.2,18%,-16%,i,-10%,-3%,-0.1%,1%
CN(C)c1nc(NCc2ccccc2)nc(SCC(=O)Nc2ccc(Cl)c(Cl)c2)n1,i,2.0,?,?,?,?,1%,3.3%,-28%
COc1cc(OC)c(NC(=O)c2c(-c3ccccc3)noc2C)cc1Cl,i,-1.6,-3%,3%,?,26%,0%,-0.9%,0%
O=S(=O)(NCCc1csc(-c2cccnc2)n1)c1ccc2c(c1)OCCO2,i,-9.5,1%,19%,i,-5%,-15%,-1.0%,-6%
Cc1cc(NC(=O)C2CCN(S(=O)(=O)Cc3ccccc3)CC2)ccc1-n1cnnn1,i,-3.3,-10%,?,i,2%,0%,2.7%,-10%

# Reformatted with two lines to a compound: entries from further up.
# Results follow in this order: Akt phos inh, CCT modulator, TGFb inhibitor, Nrf2 block, S2 tox, A549 viability, MmCpn inh, Nrf2 ARE act, HepG2 viability
CC1(C)Cc2nc3sc4c(N(CCO)CCO)nnnc4c3cc2CO1
  i, -2.0, 28%, ?, i, 2%, 1%, 1.9%, -2%
COc1ccc(CN(CC(=O)NCC2CCCO2)C(=O)CNS(=O)(=O)c2ccccc2)cc1 (configuration not stated)
  i, 0.2, 3%, -4%, ?, -20%, 1%, -0.3%, 4%
CC1=CS(=O)(=O)CC1Sc1ncn[nH]1 (configuration not stated)
  i, 0.8, -1%, 2%, i, -5%, -1%, 0.5%, 6%
Cc1cccc(-n2c(-c3ccncc3)n[nH]c2=S)c1C
  i, 1.4, ?, 8%, i, 0%, 0%, -0.1%, -37%
CC(=O)NC(=S)Nc1ccc(NC(=O)c2cccnc2)cc1
  i, 0.2, 18%, -16%, i, -10%, -3%, -0.1%, 1%
CN(C)c1nc(NCc2ccccc2)nc(SCC(=O)Nc2ccc(Cl)c(Cl)c2)n1
  i, 2.0, ?, ?, ?, ?, 1%, 3.3%, -28%
COc1cc(OC)c(NC(=O)c2c(-c3ccccc3)noc2C)cc1Cl
  i, -1.6, -3%, 3%, ?, 26%, 0%, -0.9%, 0%
O=S(=O)(NCCc1csc(-c2cccnc2)n1)c1ccc2c(c1)OCCO2
  i, -9.5, 1%, 19%, i, -5%, -15%, -1.0%, -6%
Cc1cc(NC(=O)C2CCN(S(=O)(=O)Cc3ccccc3)CC2)ccc1-n1cnnn1
  i, -3.3, -10%, ?, i, 2%, 0%, 2.7%, -10%

# More results
SMILES,Akt phos inh,CCT modulator,TGFb inhibitor,Nrf2 block,S2 tox,A549 viability,MmCpn inh,Nrf2 ARE act,HepG2 viability
CCOc1cccc(CC(=O)N2CCc3c([nH]c4ccccc34)C2c2ccc(F)cc2)c1OCC (configuration not stated),.,.,?,.,.,-2%,.,-0.9%,-18%
CC(Oc1ccc(Cl)cc1)C(=O)Nc1cccc(S(=O)(=O)N2CCOCC2)c1 (configuration not stated),i,0.7,-6%,?,i,0%,1%,-0.4%,-19%
CCc1ccc(-n2c(=O)c3c(C)c(C(=O)N(C)C)sc3n(Cc3ccccc3C#N)c2=O)cc1,.,.,-8%,.,.,6%,.,0.5%,-9%
Cc1nc2ccc(C(=O)OCc3nnc(-c4ccc(Br)cc4)o3)cc2nc1C,i,2.1,-2%,1%,i,4%,1%,2.6%,-24%
COc1cc(C2/C(=C(\O)c3ccc4c(c3)OCCO4)C(=O)C(=O)N2Cc2ccccc2)ccc1O (configuration not stated),i,-1.0,6%,20%,i,-14%,0%,-0.4%,0%
COc1cc2c(cc1OC)C(c1c(Cl)cccc1Cl)NC(=O)C2 (configuration not stated),i,0.1,-5%,-21%,i,-11%,0%,-0.1%,9%
Cc1cccc(C(=O)OCC(=O)Nc2c(C)nn(-c3ccccc3)c2C)c1O,i,1.0,14%,26%,i,10%,3%,-0.7%,3%
CCCCNC(=O)C1(C)CCN1C(=O)c1ccc(OC)c(C(F)(F)F)c1 (configuration not stated),i,-0.2,0%,.,i,.,.,-0.4%[9.22 µM],0%
CCOc1cc2oc(=O)c3c(c2cc1Cl)CCC3,i,-0.7,-5%,-10%,i,-14%[1.84 µM],-23%[15.4 µM],0.4%,-1%
CCC(=O)NCCc1nc2ccccc2n1Cc1ccccc1,i,0.5,?,-3%,i,0%,1%,0.0%,-6%
COc1ccccc1OCCSc1nc(C)c(Cc2ccccc2)c(=O)[nH]1,i,0.4,-18%,-5%,i,-7%,1%,0.0%,-3%
COc1ccc(N(CC(=O)NCc2ccc(Cl)cc2)S(=O)(=O)c2c(C)nn(C)c2C)cc1,i,0.9,-5%,11%,i,-6%,1%,-2.0%,2%
O=c1ccc2ccc(O)cc2o1,i,-8.3,3%,5%,.,1%,.,1.7%,-15%
CC1CC(CC(=O)NNc2nc(-c3ccccc3)cs2)C(=O)O1 (configuration not stated),i,-0.3,-10%,19%,?,-1%,1%,3.5%,-1%
CC(C)(C)C(=O)Nc1cc(-c2cccc(Br)c2)nn1-c1ccccc1,.,.,-23%,.,?,-11%,.,4.2%,-18%
Cc1csc(NC(=O)c2ccc(COc3ccccc3)o2)n1,i,-0.5,12%,?,i,1%,-11%,3.4%,0%
CN(C)c1nc(N)c([N+](=O)[O-])c(NCCO)n1,i,-3.4,11%,-7%,i,-4%,-1%,-0.2%,3%
CCOc1ccc(OCC)c(NC(=O)CCSCCc2ccccn2)c1,i,1.7,5%,-8%,i,5%,1%,-0.9%,-32%
N/C(=N\OC(=O)CCC1CCCC1)c1cccc([N+](=O)[O-])c1,i,-1.2,1%,4%,i,0%,0%,2.3%,-4%
